GPR55 antagonists: inhibition of LPI-stimulated GPR55 beta-arrestin translocation – imaging, U2OS, beta-arrestin-GFP, LPI agonist, primary screen (AID 2013) | U2OS GPR55 beta-arrestin-GFP translocation imaging, LPI antagonism; higher % means a stronger effect | inhibition, % at 10 µM; hits with a dose series show IC50 in µM | 290,000 compounds, 0.13% hits;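 active = spots per cell inhibited over 60%, with over 100 cells counted and total cytoplasm intensity under 500,000; inconclusive = wells with under 100 cells, flagged as likely toxic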;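 also: U2OS cells stably carrying GPR55 and arrestin-GFP stimulated by 5 µM LPI near EC80; imaged beta-arrestin-GFP aggregate spots per cell after agonist stimulation; plate controls were LPI-stimulated DMSO wells for no effect and DMSO wells without LPI for full effect; some results filed as inactive read as strong as hits; confirmed hits need IC50 under 10 µM and bright autofluorescent wells are also inconclusive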
Salmonella PhoP GFP: inhibitors of PhoP regulon expression, primary screen, Salmonella Typhimurium, GFP reporter (AID 1863) | S. Typhimurium PhoP-regulated promoter GFP reporter, 4 h; higher % means a stronger effect | one-dose inhibition, % at 50 µM; IC50 in µM for titrated hits | 300,000 compounds, 0.16% hits;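 active = inhibition over 29.93%, a cutoff 3 SD above the screen mean, later confirmed by dose response; inconclusive = inhibition over 29.93% but no dose response follow-up; inactive = inhibition at most 29.93% or unconfirmed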;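 also: 0% = low Mg2+ inducing control and 100% = high Mg2+ repressing control; strong numbers were not always called active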
Siah-1 displacement: Siah-1 peptide-binding antagonists, primary screen, biochemical, fluorescence polarization, rhodamine-plectin, uHTS (AID 1817). Siah-1 / rhodamine-plectin peptide fluorescence polarization; higher % means a stronger effect. 290,000 compounds, 0.02% hits. displacement, % at 20 µM, or IC50 in µM where a hit was titrated;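 active = displacement of at least 50% at 20 µM, with a fluorescence ratio check between 0.3 and a set limit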;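 also: plate controls were Siah plus tracer with DMSO for no effect and tracer alone without Siah for full effect; strong numbers were not always called active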
GPR35 arrestin U2OS: GPR35 antagonists blocking zaprinast-driven arrestin recruitment, primary screen, imaging, U2OS, beta-arrestin-GFP, zaprinast agonist (AID 2058); U2OS GPR35 beta-arrestin-GFP translocation imaging, zaprinast antagonism; higher % means a stronger effect; one-dose inhibition, % at 10 µM; IC50 in µM for titrated hits; 290,000 compounds, 0.052% hits;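 active = inhibition of at least 50% with at least 30 cells and total cytoplasm GFP at most 10,000,000; inconclusive = under 30 cells or total GFP of 10,000,000 plus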
Myeloid diff MLP: myeloid differentiation induction; ER-HoxA9 myeloid progenitors, lysozyme-GFP differentiation, flow cytometry; calls only at 10 µM; 360,000 compounds, 1% hits; AID 624256;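 active = normalized GFP-positive differentiation at or above the plate's own cutoff, the solvent-only control mean plus 3 SD; inconclusive = no clear call, values can overlap the other calls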;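 also: cells exposed to compound for four days before flow analysis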
LYP inhibition: PTPN22 lymphoid phosphatase activity blockers – biochemical, fluorescence intensity, uHTS (AID 1779); recombinant LYP phosphatase, fluorescence intensity; higher % means a stronger effect; inhibition, % at 11.5 µM, or IC50 in µM where a hit was titrated; 290,000 compounds, 0.054% hits; in the data active = inhibition above about 50%;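 also: plate controls were vehicle with enzyme for no effect and no enzyme for full effect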
HIV peptide binding: cell-free HIV fusion peptide-binding blockers – biochemical, uHTS, fluorescence dequenching, primary screen (AID 1986) | cell-free peptide binding, fluorescence dequenching, 30 min; higher % means a stronger effect | inhibition, % at 20 µM; hits with a dose series show IC50 in µM | 290,000 compounds, 0.3% hits; in the data active = inhibition mostly above about 52%, no sharp cut-off; inactive = mostly below about 76%; also: some results filed as inactive read as strong as hits
Rac1 GTP hydrolysis: MgcRacGAP GTPase-activating activity inhibitors, confirmation, biochemical, ADP Hunter fluorescence; MgcRacGAP-stimulated Rac1 GTP hydrolysis, ADP Hunter fluorescence; higher % means a stronger effect; GST-tagged Rac1 F28L mutant substrate; inhibition, % at 30 µM, or IC50 in µM where a hit was titrated; 340,000 compounds, 0.6% hits; AID 624330;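 active = first-screen hits whose inhibition reached a set limit at any dose in the follow-up dose series; inconclusive = inhibition above the set first-screen limit but never retested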;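 also: fluorescence reports GDP produced by GAP-driven GTP hydrolysis; strong numbers were not always called active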
NTR1 agonist: agonists of NTR1, primary screen, imaging, U2OS cells, beta-arrestin-GFP, high content (AID 493036); P30989; NTR1-U2OS beta-arrestin-GFP spot imaging, agonist mode; activation, % at 20 µM; 330,000 compounds, 0.17% hits;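 active = activation at or above 40% of the spot to cytoplasm intensity ratio, with at least 20 cells analyzed; inconclusive = wells under 20 cells, flagged as cytotoxic or low count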;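 also: 0% = DMSO without peptide and 100% = 100 nM NTR1 peptide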
Target sequence (P30989 whole entry, looked up): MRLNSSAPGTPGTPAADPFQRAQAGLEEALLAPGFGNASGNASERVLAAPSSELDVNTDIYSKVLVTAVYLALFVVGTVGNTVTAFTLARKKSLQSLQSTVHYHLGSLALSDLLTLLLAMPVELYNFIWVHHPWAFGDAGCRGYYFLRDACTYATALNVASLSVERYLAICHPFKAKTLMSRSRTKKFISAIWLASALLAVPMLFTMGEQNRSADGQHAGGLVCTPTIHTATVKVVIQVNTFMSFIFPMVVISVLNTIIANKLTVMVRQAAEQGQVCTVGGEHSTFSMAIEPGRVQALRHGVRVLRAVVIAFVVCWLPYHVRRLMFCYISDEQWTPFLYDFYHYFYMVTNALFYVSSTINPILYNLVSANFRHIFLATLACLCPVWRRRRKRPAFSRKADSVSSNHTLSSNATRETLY
NTR1 agonist cell count 20 µM: second read-out of NTR1 agonist, no call of its own (marks repeat the call); cell count; measured here: cell count, cytotoxicity flag
Myeloid diff MLP GFP+ MAC1+ %: second read-out of Myeloid diff MLP, no call of its own (marks repeat the call); GFP+ MAC1+ double positive, %; measured here: differentiation confirmed by MAC1 staining
* = called active by the depositor; i = inactive; u = inconclusive; x = no result given. No enrichment for hits. About 2.4% of those tested had a hit in this group.

SMILES | GPR55 antagonists | Salmonella PhoP GFP | Siah-1 displacement | GPR35 arrestin U2OS | Myeloid diff MLP | Myeloid diff MLP GFP+ MAC1+ % | LYP inhibition | HIV peptide binding | Rac1 GTP hydrolysis | NTR1 agonist | NTR1 agonist cell count 20 µM
COc1cc(/C=N/NC(=O)Cc2cccs2)c([N+](=O)[O-])cc1OC | -8% | 1% | -7% | -7% | i | 0.5 | -6% | 5.9% | 11% | 1.6 | 56
Cc1ccc(N2CC(C(=O)OCc3ccc([N+](=O)[O-])cc3)CC2=O)cc1 (configuration not stated) | 14% | 1% | -4% | -7% | i | 2.2 | -9% | 6.3% | -2% | -1.5 | 52
COc1ccc(CNC(=O)C(=O)NCC2OCCN2C(=O)c2ccc(OC)cc2)cc1 (configuration not stated) | 14% | -4% | 14% | 9% | i | 0.3 | -6% | 0.1% | 7% | -0.4 | 58
O=C(NCC(c1cccnc1)N1CCN(c2ccccc2F)CC1)OCc1ccccc1 (configuration not stated) | -13% | 4% | 0% | -15% | i | 1.0 | -6% | -1.5% | -5% | -0.7 | 44
CCn1c(C(O)c2ccccc2)nc2ccccc21 (configuration not stated) | -4% | -1% | -5% | 4% | i | 7.1 | -12% | 0.9% | 6% | 1.7 | 45
CCOC(=O)Cc1c[nH]c(=S)[nH]c1=O | 10% | 8% | 3% | 4% | i | 0.2 | -9% | 0.8% | 2% | -0.5 | 75
Cc1ccc(NC(=O)CN2C(=O)N/C(=C/c3cc(C)n(-c4cccc(C(=O)O)c4)c3C)C2=O)cc1 | -9% | -13% | 13% | -5% | i | 0.2 | 0% | 63% | 26% | x | x
COc1ccc(C(=O)O)cc1F | 24% | 11% | 2% | 22% | i | 1.0 | -2% | 1.6% | 6% | -1.3 | 60
Cc1cc(=O)[nH]c2nnc(-c3ccc(Cl)cc3)n12 | 7% | -8% | 1% | 24% | i | 0.2 | -2% | 1.0% | x | 0.2 | 91
C=CCn1c(=O)c2c(C)c(C)sc2n2c(Nc3ccccc3)nnc12 | 19% | -7% | 2% | -20% | i | 4.1 | 3% | -1.0% | 5% | 3.6 | 54
O=c1cc(/N=C/c2coc3cc(Br)ccc3c2=O)[nH]c(=S)[nH]1 | 14% | -12% | 0% | -3% | i | 0.4 | 4% | 19% | 16% | 0.6 | 65
O=[N+]([O-])c1ccc(N2CCN(Cc3ccccc3)CC2)c(S(=O)(=O)N2CCOCC2)c1 | -3% | 10% | -4% | 16% | i | 0.6 | -7% | -3.2% | 6% | 1.0 | 66

Copied from the results shown, 2 compounds:
SMILES | GPR55 antagonists | Salmonella PhoP GFP | Siah-1 displacement | GPR35 arrestin U2OS | Myeloid diff MLP | Myeloid diff MLP GFP+ MAC1+ % | LYP inhibition | HIV peptide binding | Rac1 GTP hydrolysis | NTR1 agonist | NTR1 agonist cell count 20 µM
COc1cc(/C=N/NC(=O)Cc2cccs2)c([N+](=O)[O-])cc1OC | -8% | 1% | -7% | -7% | i | 0.5 | -6% | 5.9% | 11% | 1.6 | 56
Cc1ccc(N2CC(C(=O)OCc3ccc([N+](=O)[O-])cc3)CC2=O)cc1 (configuration not stated) | 14% | 1% | -4% | -7% | i | 2.2 | -9% | 6.3% | -2% | -1.5 | 52

Back to the main list, starting two compounds before the break.
SMILES | GPR55 antagonists | Salmonella PhoP GFP | Siah-1 displacement | GPR35 arrestin U2OS | Myeloid diff MLP | Myeloid diff MLP GFP+ MAC1+ % | LYP inhibition | HIV peptide binding | Rac1 GTP hydrolysis | NTR1 agonist | NTR1 agonist cell count 20 µM
O=c1cc(/N=C/c2coc3cc(Br)ccc3c2=O)[nH]c(=S)[nH]1 | 14% | -12% | 0% | -3% | i | 0.4 | 4% | 19% | 16% | 0.6 | 65
O=[N+]([O-])c1ccc(N2CCN(Cc3ccccc3)CC2)c(S(=O)(=O)N2CCOCC2)c1 | -3% | 10% | -4% | 16% | i | 0.6 | -7% | -3.2% | 6% | 1.0 | 66
O=C(c1ccccc1)N1CCN(S(=O)(=O)c2ccccc2)CC1 | 3% | 3% | -2% | -11% | i | 0.5 | -9% | 0.5% | 3% | 1.1 | 67
O=C(COc1ccccc1)Nc1ccc(CSc2ccccc2)cc1 | -4% | -1% | 2% | 11% | i | 0.4 | 4% | -1.9% | 4% | -4.9 | 74
O=C(NCCOc1ccccc1Cl)c1ncn[nH]1 | 11% | -4% | 1% | 3% | i | 0.3 | -9% | -0.7% | 9% | -1.5 | 72
CC(C)c1nnc(NC(=O)CCS(=O)(=O)Cc2ccccc2)s1 | 5% | 5% | 1% | 12% | u | x | -3% | -1.3% | 3% | 2.5 | 48
COc1ccc(NC(=O)CSCC(=O)Nc2nnc(C3CC3)s2)cc1 | x | -11% | x | x | i | 1.5 | x | x | 7% | 0.3 | 79
CCn1ncc(Br)c1C(=O)Nc1ccc(C(=O)OC(C)C)cc1 | -11% | 11% | -3% | 14% | i | 0.7 | -5% | -1.6% | 4% | 9.7 | 98
O=C(CC(Nc1cccc(Cl)c1Cl)C(=O)O)c1ccccc1 (configuration not stated) | 9% | 5% | 2% | -2% | i | 0.6 | -11% | 4.3% | 13% | -0.3 | 41
O=C(Nc1ccccc1Cl)c1cc(S(=O)(=O)N2CCOCC2)cs1 | 3% | -8% | -2% | 3% | i | 0.9 | -2% | 0.5% | 4% | -2.1 | 89
COc1ccc(C(=O)NCCc2ccccc2)cc1[N+](=O)[O-] | -11% | 4% | -6% | -9% | i | 0.7 | -2% | 0.5% | 4% | -0.7 | 57
Cc1ccc(C(=O)O)cc1NC(=O)Nc1ccc2c(c1)OCO2 | 0% | 1% | -1% | -18% | i | 0.6 | 7% | 3.9% | -5% | -0.7 | 94
COc1ccc(-n2nc(C(=O)NCC(=O)NCCCN3CCOCC3)c3ccccc3c2=O)cc1Cl | 8% | -4% | 3% | -4% | i | 1.3 | 0% | 1.2% | 8% | -0.2 | 62
CCOC(=O)C1(CCc2ccccc2)CCN(Cc2ccc(C(=O)OC)cc2)CC1 | 8% | -5% | -3% | -9% | i | 0.7 | -2% | 0.1% | 11% | 0.9 | 67
O=C(NCCC1CC1(Cl)Cl)Nc1ccccc1 (configuration not stated) | 0% | -5% | 0% | 5% | i | 0.3 | 3% | 0.1% | 12% | 1.3 | 35
Cc1csc(NC(=O)C2CCC(C)(C(=O)O)C2(C)C)n1 (configuration not stated) | 7% | -11% | -6% | -10% | i | 0.4 | -10% | 5.9% | 11% | -1.2 | 75
O=C(NCc1cccnc1)c1ccc(CS(=O)(=O)Cc2ccc(Cl)cc2)o1 | 7% | 2% | -2% | 3% | i | 0.9 | -3% | -2.8% | 9% | -0.7 | 33
Cc1ccc2nc(NCc3ccccc3)c(C#N)cc2c1 | 2% | 1% | -1% | 54% | i | 0.2 | -8% | 0.1% | -1% | 1.8 | 46
COc1cccc(CC(=O)OCC(=O)NC(Cc2ccccc2)C(C)=O)c1 (configuration not stated) | x | -3% | x | x | i | 1.5 | x | x | 5% | -1.0 | 43
Cc1cc(N2CCOCC2)nc2ccc(NC(=S)NCCN(C)C)cc12 | 6% | 11% | -3% | 1% | i | 0.6 | -5% | -0.8% | 8% | 0.0 | 37
Cn1cc(Br)c(C(=O)N2CCN(c3cccc(Cl)c3)CC2)n1 | 4% | -1% | -10% | 7% | i | 1.4 | -3% | -3.0% | 5% | 0.6 | 82
COC(=O)c1sc2nc(CN3CCN(c4cccc(C(F)(F)F)c4)CC3)[nH]c(=O)c2c1C | 2% | -16% | -4% | 16% | i | 0.1 | -3% | 18% | 2% | -0.5 | 98
O=C(Nc1ccccc1)c1cccnc1NCCc1ccccc1 | 2% | 11% | -2% | -5% | i | 1.0 | 1% | -1.2% | 5% | 1.0 | 62
S=C(N/N=C/c1ccc2ncccc2c1)Nc1ccccc1 | 3% | -4% | 5% | 15% | i | 0.2 | 9% | -1.8% | 9% | 1.3 | 37
CCc1cc(C(=O)COc2ccccc2F)c(O)cc1O | 2% | 3% | -1% | -2% | i | 2.7 | 0% | -2.8% | 1% | -3.3 | 83
CC(C)(C)OC(=O)NC(CCNC=C1C(=O)OC(C)(C)OC1=O)C(=O)O (configuration not stated) | 7% | 5% | -1% | 4% | i | 0.6 | -1% | 0.3% | 3% | 0.6 | 56
COc1cccc(OCCCN2CCCCC2)c1 | -4% | 1% | 2% | -2% | i | 2.8 | -10% | -1.6% | 1% | -1.0 | 57
COc1cccc(OCc2nc(-c3ccc(Br)o3)no2)c1 | -5% | 7% | 10% | -4% | i | 0.9 | 1% | -0.7% | 3% | 0.5 | 53
O=C(CN1C(=O)C2CCc3[nH]c4ccccc4c3C2C1=O)N1CCCC1 (configuration not stated) | -2% | 4% | 4% | -14% | i | 1.2 | -11% | 3.0% | 4% | x | x
COCCCNCCOc1ccc(C(C)(C)c2ccccc2)cc1 | 8% | -8% | 7% | 3% | i | 0.9 | -4% | 1.5% | 28% | 4.4 | 54
COCc1cc(C)nc(SC)c1C#N | 3% | x | 7% | -16% | i | 0.4 | -6% | 1.0% | x | 0.7 | 40
Cc1cc(C)nc(SCCN(C)C)n1 | 4% | -1% | 3% | 12% | i | 0.3 | -5% | -1.1% | 2% | -0.5 | 85
Cc1[nH]n(-c2ccccc2)c(=O)c1-c1ccc(Cl)cc1 | -8% | 38% | 2% | -4% | i | 0.9 | -9% | -1.8% | 8% | -0.9 | 58
CC1C(=O)N2CCCc3cc(NS(=O)(=O)c4ccc(F)cc4)cc1c32 (configuration not stated) | x | 8% | x | x | i | 0.8 | x | x | 6% | 0.7 | 58
CCCS(=O)(=O)C(=C(Nc1ccccc1)Nc1ccccc1)S(=O)(=O)CCC | -3% | -1% | 0% | -2% | i | 1.7 | -2% | -0.1% | 3% | 0.0 | 56
COC(=O)c1onc(C(=O)c2ccccc2)c1C(=O)OC | 2% | -8% | -2% | -6% | i | 4.9 | -7% | 0.6% | 10% | -0.8 | 78
CCC(C(=O)NCCc1ccccc1OC)n1nc(C)c2c(C)n(-c3ccccc3)nc2c1=O (configuration not stated) | 11% | -11% | 11% | -1% | i | 2.6 | -6% | 1.3% | 8% | 1.1 | 64

Source: PubChem (several laboratories)
